# hIAP inh: human IAP inhibitors, primary screen, biochemical, luminescence, uHTS; Intestinal-type alkaline phosphatase (Homo sapiens), P09923; purified IAP, CDP-Star luminescence, 30 min; inhibition, % at 10 µM; 0.12% of 330,000 active; AID 2544, 2010;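 active means inhibition reaching a set limit with compound at 10 µM in the primary screen, cut at about 35% in these data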;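 further: plate controls were DMSO wells with enzyme for no effect and no-enzyme buffer wells for full effect; values of inactives mirror those of a sister screen read the other way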
# mIAP act: activators of mouse IAP, primary screen, biochemical, luminescence, uHTS; 0.24% of 330,000 active; AID 2805, 2010; intestinal alkaline phosphatase [Mus musculus]; muIAP, CDP-Star luminescence, 30 min; active compounds read high; 1 = vehicle-only enzyme signal, 0 = enzyme-free wells; activation factor at 10 µM;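 active means activation factor of at least 2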; further: the source names both 10 and 20 µM as test concentration; values of inactives mirror those of a sister screen read the other way
#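 Assay system: mouse IAP enzyme; Reagent: CDP-Star chemiluminescent phosphatase substrate; Compound: DMSO-dissolved test compounds; Incubation: 30 min, room temperature; Technique: luminescence from enzymatic CDP-Star hydrolysis; Controls: DMSO-only wells and no-enzyme negative control.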
# NALP3 yeast inh: NALP3 inflammasome inhibitors in reconstituted yeast, primary screen, luminescence, uHTS; Yeast reconstituted NLRP3/ASC/caspase-1, beta-gal luminescence, 24 h; inhibition, % at 10 µM; 0.39% of 330,000 active;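 active means inhibition of 50% or more; inactive means inhibition below 50%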;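 further: plate controls were induced DMSO wells for no effect and uninduced yeast grown without galactose for full effect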
# mIAP block: inhibitors of mouse IAP, primary screen, biochemical, luminescence, uHTS. intestinal alkaline phosphatase [Mus musculus]. purified mouse IAP, CDP-Star luminescence, 30 min. inhibition, % at 10 µM. 0.2% of 330,000 active. AID 2806, 2010;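 active means inhibition of at least 40% at 10 µM in the primary screen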;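 further: plate controls were DMSO with enzyme for no effect and no enzyme wells for full effect; values of inactives mirror those of a sister screen read the other way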
# Apaf-1 inh: inhibitors of human Apaf-1 apoptosome, primary screen, biochemical, DEVD-Rh110 fluorescence, uHTS | Apoptotic protease-activating factor 1 (Homo sapiens), O14727 | reconstituted apoptosome caspase-3 activity | inhibition, % at 20 µM | 0.71% of 330,000 active | AID 489030, 2010; active means inhibition of at least 40% at 20 µM;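 further: plate controls were DMSO wells for no effect and DEVD-CHO caspase inhibitor wells for full effect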
# Target sequence (O14727 whole entry, looked up): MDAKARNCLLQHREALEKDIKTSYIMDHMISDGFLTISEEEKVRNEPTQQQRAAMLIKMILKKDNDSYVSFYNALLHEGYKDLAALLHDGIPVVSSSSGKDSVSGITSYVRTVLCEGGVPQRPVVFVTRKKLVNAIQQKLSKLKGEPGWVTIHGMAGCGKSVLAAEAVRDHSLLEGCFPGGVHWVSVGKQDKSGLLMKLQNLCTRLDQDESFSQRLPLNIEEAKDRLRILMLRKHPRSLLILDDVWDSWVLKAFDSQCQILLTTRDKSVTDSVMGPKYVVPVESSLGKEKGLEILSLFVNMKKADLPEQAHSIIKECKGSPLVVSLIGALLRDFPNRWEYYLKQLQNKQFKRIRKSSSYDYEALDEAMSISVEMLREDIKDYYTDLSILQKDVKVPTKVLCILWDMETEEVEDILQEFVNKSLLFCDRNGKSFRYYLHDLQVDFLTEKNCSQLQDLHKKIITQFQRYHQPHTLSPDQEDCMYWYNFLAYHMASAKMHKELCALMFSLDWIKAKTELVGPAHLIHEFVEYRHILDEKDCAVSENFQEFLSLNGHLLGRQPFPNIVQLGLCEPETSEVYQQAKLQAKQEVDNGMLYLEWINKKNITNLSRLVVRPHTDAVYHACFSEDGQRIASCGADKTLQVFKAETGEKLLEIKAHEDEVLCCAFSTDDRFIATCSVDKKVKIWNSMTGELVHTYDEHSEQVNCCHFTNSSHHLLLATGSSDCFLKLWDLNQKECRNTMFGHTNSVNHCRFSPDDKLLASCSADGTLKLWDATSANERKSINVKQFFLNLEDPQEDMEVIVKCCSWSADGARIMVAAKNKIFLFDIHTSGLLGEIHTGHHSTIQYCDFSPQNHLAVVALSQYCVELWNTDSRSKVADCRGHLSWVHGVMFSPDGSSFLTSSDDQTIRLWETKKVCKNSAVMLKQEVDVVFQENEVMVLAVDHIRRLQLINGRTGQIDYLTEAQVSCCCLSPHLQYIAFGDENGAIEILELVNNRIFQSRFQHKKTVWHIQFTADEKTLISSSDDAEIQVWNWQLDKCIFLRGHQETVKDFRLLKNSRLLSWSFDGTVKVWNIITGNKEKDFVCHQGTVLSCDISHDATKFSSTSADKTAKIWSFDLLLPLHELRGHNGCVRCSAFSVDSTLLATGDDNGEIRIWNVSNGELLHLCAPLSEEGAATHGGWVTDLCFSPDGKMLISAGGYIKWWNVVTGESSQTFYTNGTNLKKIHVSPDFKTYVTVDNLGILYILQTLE
#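 Material: reconstituted apoptosome with Apaf-1, cytochrome c, caspase-9, procaspase-3, dATP / Buffer or medium: pH 7.5 Hepes buffer with CHAPS, BSA, DTT / Also added: cytochrome c with DEVD-Rh110 / Schedule: compound with Apaf-1, dATP, procaspase-3 30 min, then 50 min reaction, room temperature / Technique: rhodamine 110 fluorescence at Ex 480/Em 540 nm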
# TIM10 inh: growth inhibitors of isogenic TIM10 control yeast, primary screen, counter-screen for tim10-1 yeast inhibitor project, luminescence, uHTS. 1.4% of 330,000 active. S. cerevisiae TIM10 strain growth, BacTiter-Glo luminescence, 24 h. inhibition, % at 10 µM;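 active means inhibition of 40% or more at the single tested concentration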;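 further: wild-type TIM10 isogenic control strain grown at permissive 25 °C; 0% = DMSO yeast wells and 100% = minimal medium wells without yeast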
# tim10-1 inh: growth inhibitors of tim10-1 mutant yeast, primary screen, luminescence, uHTS; S. cerevisiae tim10-1 ts strain growth, BacTiter-Glo, 24 h; inhibition, % at 20 µM; 2.2% of 330,000 active;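 active means inhibition of at least 40%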;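 further: mutant grown at 25 °C; 0% = DMSO wells with yeast and 100% = wells holding no yeast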
# hIAP activ: human IAP activators, primary screen, biochemical, luminescence, uHTS. purified human IAP, CDP-Star luminescence, 30 min; active compounds read high; 1 = vehicle-only enzyme, 0 = enzyme-free background. activation factor at 10 µM. Intestinal-type alkaline phosphatase (Homo sapiens), P09923. 0.16% of 330,000 active;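 active means activation factor of the enzyme at least 2-fold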; further: the source names both 10 and 20 µM as test concentration; values of inactives mirror those of a sister screen read the other way
# ATG4B inhibitor: ATG4B protease inhibitors, primary screen, biochemical, fluorescence, uHTS | ATG4B cleavage of LC3-PLA2, NBD-HPC fluorescence, 1 h | 0.51% of 340,000 active | AID 504462, 2011 | inhibition, % at 8.33 µM | Cysteine protease ATG4B (Homo sapiens), Q9Y4P1; in the data active means inhibition above about 40%
# Active calls of the source: *.
SMILES,hIAP inh,mIAP act,NALP3 yeast inh,mIAP block,Apaf-1 inh,TIM10 inh,tim10-1 inh,hIAP activ,ATG4B inhibitor
COc1cccc(C(=O)NC2(C(F)(F)F)N=C3SCCN3C2=O)c1 (centres undefined),-27,0.99,-3,1,0,9,13,1.3,7
CCOC(=O)c1c(S(=O)(=O)NCC(=O)NCc2cccc(C)c2)c(C)n(C)c1C,-10,0.96,10,4,-6,-9,-3,1.1,-2
CC(C)N(C(=O)CSc1nc2c([nH]1)c(=O)n(C)c(=O)n2C)c1ccccc1,2,1,3,-4,-1,-7,-4,0.98,-6
COc1ccc(OC)c(S(=O)(=O)N2CCN(C(=O)c3cc(C4CC4)nn3-c3ccccc3)CC2)c1,2,1.1,16,-8,25,18,8,0.98,-4
Cc1c(Cl)cccc1NC(=O)COC(=O)Cc1ccsc1,-14,0.94,3,6,0,3,1,1.1,0
C=CCN(c1ccccc1)S(=O)(=O)c1cccc(C(=O)N2CCCC2)c1,3,0.96,12,4,23,4,20,0.97,1
Cn1cccc1/C=N/N1CCN(c2ccccn2)CC1,25,0.92,12,8,1,4,11,0.75,3
COc1ccc(C/C(N)=N/OC(=O)C(c2ccccc2)c2ccccc2)cc1OC,-8,1.2,2,-16,16,-24,0,1.1,1
Cc1cc(/C=C2\NC(=S)N(C)C2=O)ccc1N1CCCC1,8,0.81,34,19,9,42*,30,0.92,8
CCOC(=O)c1cnc(C(C)(C)C)[nH]c1=O,-3,0.92,17,8,-18,-22,-13,1,0
CCN1CCC2(CC1)C(C#N)=C(N)Oc1c2sc2nc(C)cc(C)c12,21,0.95,14,5,-2,-12,10,0.79,-1
COc1cc(-c2c(-c3cccc(C)c3)oc3ccccc23)cc(OC)c1OC,7,1,2,-4,12,-2,-2,0.93,2
O=C(NCCNC(=O)C1CC2CCC1C2)C1CC2CCC1C2 (centres undefined),4,0.99,1,1,-2,8,8,0.96,-15
Cc1ccc(CNC(=O)CSc2ccc(-c3ccccn3)nn2)cc1,-5,0.93,7,7,-20,-13,-2,1,30
CN(CCOc1ccccc1)CC(=O)Nc1ccc([N+](=O)[O-])cc1Cl,9,0.93,12,7,9,1,11,0.91,-3
Cn1c[n+](C)cc1/C=N/O,-16,1.1,-8,-11,4,-10,12,1.2,-6
O=C(NNc1cccc(Cl)n1)c1cccnc1Cl,-30,0.95,2,5,9,13,9,1.3,-4
CCOC(=O)C1=C(C)N=C2SC(CC)C(=O)N2C1c1cccc(F)c1 (centres undefined),-8,0.98,-5,2,1,0,-5,1.1,0
CC(C)CCN1CCN(Cc2cccc(-n3cccn3)c2)CC1CCO (centres undefined),-20,0.94,-12,6,-5,3,-6,1.2,2
CC1(C)Oc2ccc(C(=O)NC3CCCC3)cc2N(CC(=O)NC2CCCC2)C1=O,-1,1.1,-7,-11,8,-6,-2,1,-7
CCOC(=O)[C@H](O)[C@@H](O)c1cccc([C@H](O)[C@@H](O)C(=O)OCC)c1,0,0.88,14,12,3,-5,0,0.99,5
COc1ccc(OCCCC(=O)OC(C)C(=O)Nc2cccc(C(C)=O)c2)cc1 (centres undefined),-29,1,10,-4,14,5,29,1.3,-8
O=C(O)c1ccccc1NSc1ccccc1[N+](=O)[O-],-6,0.99,5,1,-4,20,27,1.1,11
CCN(CC(=O)Nc1c(F)cccc1F)C(=O)CSC(=S)N1CCCC1,-7,0.84,12,16,-4,9,13,1.1,-2
COc1ccc(NC(=O)c2c[nH]c(=O)n(-c3ccc(C)c(C)c3)c2=O)cc1OC,8,1.1,22,-9,9,11,-17,0.92,9
O=C(Nc1cccnc1)c1cccnc1Cl,-50,1,-13,-2,6,-11,-4,1.5,-8
CCCN(Cc1ccccc1)S(=O)(=O)c1ccc(N2C(=O)CCC2=O)cc1,5,0.96,30,4,12,-12,-5,0.95,-16
Cc1ccc(CSCC(=O)N(C)CC(=O)Nc2ccccc2C(F)(F)F)cc1,-16,0.92,13,8,-1,-8,9,1.2,0
COC(=O)C1=NNC2(c3ccc(C)cc3)C(=O)N(c3cccc(C)c3C)C(=O)C12 (centres undefined),6,0.94,9,6,3,11,28,0.94,-7
COc1ccc2nc(SCCOC(=O)Nc3ccc(Cl)cc3)nc(C)c2c1,25,0.96,25,4,-5,21,33,0.75,0
COc1ccc(N(CC(=O)NCCOc2ccccc2)S(=O)(=O)c2ccc(C)cc2)cc1,-21,1.1,-14,-7,29,-1,10,1.2,1
CCOC(=O)c1cccc(C2=CC(=O)C[C@H](c3ccc(OC)cc3)C2)c1,-4,0.87,16,13,14,15,-5,1,-10
COc1cccc(CC(=O)N2CCCC(CO)(Cc3ccc(F)cc3F)C2)c1 (centres undefined),-37,1.1,-2,-5,5,-7,37,1.4,-5
Cc1ccccc1N1CCN(C2CCCN(C(=O)CCc3c(C)noc3C)C2)CC1 (centres undefined),-8,0.98,13,2,7,17,23,1.1,7
COc1ccc(Nc2nc3c(C)cccn3c(=O)c2C=O)cc1,-2,0.95,13,5,4,-4,-9,1,-5
CN(C)C(=O)C1C2NC(=S)N(c3cccc(Cl)c3)C1(C)Oc1ccc(Cl)cc12 (centres undefined),3,1,12,-5,2,-11,9,0.97,-1
N/C(=N\OC(=O)c1ccco1)c1ccccc1,14,0.97,9,3,-5,9,14,0.86,0
CNC(=O)CC1C(=O)N(c2ccc(Cl)cc2)C(=S)N1NC(=O)c1cccc(F)c1 (centres undefined),3,0.97,34,3,0,7,-6,0.97,0
NCCCC[C@@H]1NC(=O)c2cc([N+](=O)[O-])cc(I)c2SC[C@@H](C(=O)NCC(N)=O)NC(=O)CNC1=O,-10,0.95,14,5,5,3,-1,1.1,9
O=C(COC(=O)c1ccc(S(=O)(=O)NCc2ccco2)cc1)Nc1ccccc1OC(F)F,-6,0.9,11,10,6,8,24,1.1,-6
COc1ccc(OC)c(NC(=O)CSc2nc3ccccc3c(=O)n2CC2CCCO2)c1 (centres undefined),-10,0.99,10,1,18,1,22,1.1,3
Cc1ccc(S(=O)(=O)N2CCC(C(=O)OCC(=O)N(C)C3CCCCC3)CC2)cc1C,9,1,14,-1,11,7,16,0.91,-13
CCOC(=O)C1(CC2CC2)CCN(Cc2ccc3cccc(F)c3n2)CC1,-3,0.94,16,6,4,5,8,1,2
CCCCNC(=O)C1(c2ccc(OC)cc2)CCOCC1,2,0.95,5,5,0,-5,20,0.97,-6
CCCS(=O)(=O)N1CCN(CC2CC3C=CC2C3)CC1 (centres undefined),11,1,2,0,6,-2,2,0.89,-2
COc1ccc(NC(=O)CSc2n[nH]c(-c3ccccc3)n2)cc1S(N)(=O)=O,18,0.89,12,11,-8,-3,-7,0.81,-13
Cc1csc(N/N=C/c2ccccc2F)n1,-9,0.97,17,3,-2,21,11,1.1,3
Nc1c(C(=O)OCC(=O)Nc2ccc(Cl)cc2[N+](=O)[O-])[nH]c(=O)[nH]c1=O,0,0.83,14,17,-12,-4,-1,1,0
CC(NCC(O)COc1ccc2ccccc2c1)c1ccccc1 (centres undefined),-12,0.97,29,3,8,13,-7,1.1,13
Cc1ccc(S(=O)(=O)NCCSc2nnc(N)s2)cc1,-14,1,15,-4,15,-19,-2,1.1,7
Cc1ccc2cc3cc(C(=O)N4CCN(C(=O)c5ccco5)CC4)sc3nc2c1,-18,0.9,12,10,7,11,3,1.2,-10
Cc1cc(C)c2cc(CN(CC3CCCO3)C(=S)NCc3ccco3)c(=O)[nH]c2c1 (centres undefined),20,0.85,16,15,13,23,32,0.81,-14
O=C(NNc1cccc(Cl)n1)c1ccccc1CC[N+](=O)[O-],-11,1,8,0,-7,15,13,1.1,5
O=C(NNS(=O)(=O)c1ccc([N+](=O)[O-])cc1)C1CCCCC1,19,1,11,-4,12,2,13,0.81,2
CN(C)C(=O)N1CCCC(C(=O)NCCc2ccccc2)C1 (centres undefined),-2,0.95,-1,4,-9,2,9,1,7
COc1cccc(NC(=O)COC(=O)CCC2CCCC2)c1,13,1.1,4,-8,0,20,10,0.87,-10
O=C(NC1CCSc2ccccc21)c1cccc([N+](=O)[O-])c1 (centres undefined),19,1,5,-1,12,-5,20,0.81,-7
COc1cc(C2C=C(C34CC5CC(CC(C5)C3)C4)NC(=S)N2)cc(OC)c1OC (centres undefined),-3,1.1,14,-10,24,22,26,1,-1
CC(=O)C1C(=O)C=C(c2cccs2)CC1c1ccccc1 (centres undefined),13,0.89,21,12,5,13,13,0.87,-1
CC1CC(C)CN(S(=O)(=O)c2ccc(NC(=O)c3ccc(=O)[nH]c3)cc2)C1 (centres undefined),3,0.89,19,11,-13,-8,-19,0.97,-19

# Compound profiles, from the list above. Screens in order: hIAP inh, mIAP act, NALP3 yeast inh, mIAP block, Apaf-1 inh, TIM10 inh, tim10-1 inh, hIAP activ, ATG4B inhibitor
# Listed for Cc1ccc(S(=O)(=O)NCCSc2nnc(N)s2)cc1 : -14, 1, 15, -4, 15, -19, -2, 1.1, 7
# Listed for CCCCNC(=O)C1(c2ccc(OC)cc2)CCOCC1 : 2, 0.95, 5, 5, 0, -5, 20, 0.97, -6

# 2 entries drawn at random from those above, as already listed:
SMILES,hIAP inh,mIAP act,NALP3 yeast inh,mIAP block,Apaf-1 inh,TIM10 inh,tim10-1 inh,hIAP activ,ATG4B inhibitor
Cc1ccc(S(=O)(=O)N2CCC(C(=O)OCC(=O)N(C)C3CCCCC3)CC2)cc1C,9,1,14,-1,11,7,16,0.91,-13
Cc1ccc(S(=O)(=O)NCCSc2nnc(N)s2)cc1,-14,1,15,-4,15,-19,-2,1.1,7

# (list continues)
SMILES,hIAP inh,mIAP act,NALP3 yeast inh,mIAP block,Apaf-1 inh,TIM10 inh,tim10-1 inh,hIAP activ,ATG4B inhibitor
N#Cc1c(-c2ccccc2)nc(SCc2cccc(Cl)c2)[nH]c1=O,17,0.99,11,1,11,17,42*,0.83,38
C=CCN(c1ccccc1OC)S(=O)(=O)c1cccc(C(=O)OCC(=O)c2c[nH]c3ccccc23)c1,3,0.92,16,8,12,15,13,0.97,6
O=C(Nc1cccnc1)c1cc(-c2ccc(Cl)c(Cl)c2)on1,5,0.92,12,8,14,15,-24,0.95,-7
O=C(COC(=O)c1n[nH]c(=O)c2ccccc12)Nc1ccccc1F,2,1,8,-2,-6,-8,-1,0.98,-15
CSc1nnc(C2CCN(CC(=O)Nc3ccccc3N3CCOCC3)CC2)n1C(C)C,17,0.96,11,4,-10,10,-13,0.83,3
Cn1c(=O)c2c(-c3ccc(OC(F)F)cc3)cc(-c3ccccc3)nc2n(C)c1=O,0,0.99,1,1,-8,-16,4,1,-3
CC1CCc2[nH]c3ccc(C(=O)N(C)CC(=O)Nc4cccc(F)c4)cc3c2C1 (centres undefined),3,1.2,3,-21,20,16,28,0.97,-3
COc1cccc(NC(=O)COC(=O)Cc2ccccc2[N+](=O)[O-])c1,-6,0.89,14,11,-18,11,10,1.1,8
